G9a inh = inhibitors of human histone lysine methyltransferase G9a. AID 504332. G9a H3K9 monomethylation, AlphaScreen, 2 h. Q96KQ7. 350,000 compounds, 8.8% hits. Potency, µM (top dose mostly 102 µM), inactives show at the top dose activity, negative = inhibition, actives largely listed as inhibitors; note: % is set by controls: 0 for no effect and ±100 for the full control effect; nearly all actives have a fitted effect of over 75% in size
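Enzyme 20 nM + cpd, 15 min RT; add b-H3K9 pep 500 nM / SAM 20 uM; 2 h RT; anti-H3K9me1 Ab 0.5 ug/mL + SA donor / anti-rabbit acceptor beads 20 ug/mL each, 10 min; AlphaScreen read.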
POLK inh = DNA polymerase kappa (human) inhibition; purified Pol kappa, fluorescent DNA synthesis assay, 10 min; Potency, µM (doses to about 107 µM), without a hit: at the highest dose activity, negative = inhibition, most hits filed as inhibitors; 400,000 compounds, 0.53% hits; note: % is set by controls: 0 for no effect and ±100 for the full control effect
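10 nM Pol kappa preincubated 15 min at room temperature with compounds, then reaction started with substrate at 50 nM final. Fluorescence read kinetically at 0 and 10 min; buffer-only wells served as negative control.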
Apoferritin bind = candidate novel general anesthetic via apoferritin binding. 350,000 compounds, 0.074% hits. P02791. Potency, µM (doses to about 77.5 µM), for inactives: at the top dose activity change, negative = displacement, usual class: inhibitors. apoferritin/1-aminoanthracene competitive binding, fluorescence; note: % is set by controls: 0 for no effect and ±100 for the full control effect; nearly all actives have a fitted effect of over 20% in size
Target sequence (P02791 2-175 limits assumed): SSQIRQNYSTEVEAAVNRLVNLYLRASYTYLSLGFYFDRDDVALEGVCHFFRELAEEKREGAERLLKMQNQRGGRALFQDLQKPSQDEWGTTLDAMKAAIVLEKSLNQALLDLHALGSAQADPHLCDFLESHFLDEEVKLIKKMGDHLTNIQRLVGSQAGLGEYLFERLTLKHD
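In PBS, apoferritin at 10 uM is loaded with 1-AMA from a 50% saturated solution. After 10 min of compound exposure at ambient temperature, reduced 535 nm fluorescence indicates probe displacement.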
BLM inh = inhibitors of human Bloom syndrome helicase BLM | P54132 | recombinant BLM DNA unwinding, fluorescence dequenching | Potency, µM (series often up to 56.1 µM), for inactives: at the highest dose activity change, negative = inhibition, actives largely listed as inhibitors | 350,000 compounds, 0.2% hits | AID 2528;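 note: plate controls were vehicle for no effect and no enzyme for full effect; nearly all actives have a fitted effect of over 35% in size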
Pol beta inh = DNA polymerase beta (human) inhibition; Pol beta primer extension/strand displacement, fluorescence kinetic; Potency, µM (top dose mostly 114 µM), without a hit: at the highest dose activity change, negative = inhibition, usual class: inhibitors; 340,000 compounds, 1.3% hits; note: % is set by controls: 0 for no effect and ±100 for the full control effect
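Homogeneous kinetic assay of primer extension and strand displacement by 10 nM Pol beta, preincubated 15 min at room temperature with compound before 50 nM substrate (final) was added. Read at 0 and 10 min; four-parameter Hill fit.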
BAZ2B block = inhibitors of human BAZ2B bromodomain; AlphaScreen BAZ2B-H3K14Ac peptide displacement; 360,000 compounds, 4.4% hits; Potency, µM (doses to about 114 µM), for inactives: at the top dose activity change, negative = inhibition, actives largely listed as inhibitors; note: % is set by controls: 0 for no effect and ±100 for the full control effect; nearly all actives have a fitted effect of over 60% in size
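Compounds, titrated to a top concentration of 110 uM, were incubated 30 min at room temperature with preformed BAZ2B/acetyl-K14 H3 peptide complex (50 nM each). Proximity signal was measured by AlphaScreen after 20 min with beads.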
POLH inh = inhibitors of human DNA polymerase eta | Potency, µM (highest dose often 114 µM), without a hit: at the highest dose activity change, negative = inhibition, usual class: inhibitors | recombinant Pol eta, fluorescent DNA replication assay | 390,000 compounds, 1.2% hits; note: % is set by controls: 0 for no effect and ±100 for the full control effect
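Pol eta (10 nM) was preincubated with compounds for 15 min at room temperature, after which fluorescent replication substrate (50 nM final) was added to start the reaction. Fluorescence was read kinetically at 0 and 10 min.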
POLI inh = DNA polymerase iota (human) inhibition; Pol iota fluorescent replication assay, 10 min; Potency, µM (highest dose often 115 µM), inactives show top-dose activity, negative = inhibition, hits mostly inhibitors; 390,000 compounds, 1% hits; AID 588590
Target sequence (Q9UNA4 whole entry, looked up): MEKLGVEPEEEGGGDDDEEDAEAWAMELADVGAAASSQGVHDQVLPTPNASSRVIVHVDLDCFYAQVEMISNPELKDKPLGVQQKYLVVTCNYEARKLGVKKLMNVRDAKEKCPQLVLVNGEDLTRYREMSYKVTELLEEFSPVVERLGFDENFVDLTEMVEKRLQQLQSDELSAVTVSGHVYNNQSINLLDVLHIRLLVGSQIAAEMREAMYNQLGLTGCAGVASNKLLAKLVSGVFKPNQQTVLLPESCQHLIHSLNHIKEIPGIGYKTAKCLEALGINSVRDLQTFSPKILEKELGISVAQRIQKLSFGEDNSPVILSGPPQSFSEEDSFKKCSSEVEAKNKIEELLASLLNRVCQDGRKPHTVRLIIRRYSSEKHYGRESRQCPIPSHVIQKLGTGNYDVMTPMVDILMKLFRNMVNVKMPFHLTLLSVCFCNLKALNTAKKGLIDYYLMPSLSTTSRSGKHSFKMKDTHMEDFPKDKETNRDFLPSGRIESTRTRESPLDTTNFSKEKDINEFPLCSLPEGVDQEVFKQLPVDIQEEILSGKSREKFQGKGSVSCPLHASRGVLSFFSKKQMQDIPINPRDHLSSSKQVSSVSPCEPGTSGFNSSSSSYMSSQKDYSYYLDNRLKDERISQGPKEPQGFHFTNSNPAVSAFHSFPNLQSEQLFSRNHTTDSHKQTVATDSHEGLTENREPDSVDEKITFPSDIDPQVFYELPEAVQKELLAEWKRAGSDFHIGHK
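Pol iota at 10 nM preincubated 15 min with compounds at room temperature; reaction started with fluorescent substrate, 50 nM final. Fluorescence read kinetically at 0 and 10 min; buffer-only wells as negative control.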
APEX1 inh = blocks human APE1 abasic DNA cleavage | recombinant APE1, TAMRA/BHQ-2 abasic DNA cleavage fluorescence | AID 2517 | 350,000 compounds, 0.35% hits | Potency, µM (series often up to 65.8 µM), without a hit: at the highest dose activity change, negative = inhibition, hits mostly inhibitors | P27695;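 note: plate controls were vehicle for no effect and reference inhibitor for full effect; nearly all actives have a fitted effect of over 55% in size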
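APE1 at 0.75 nM final was preincubated with compound 15 min at room temperature, then 50 nM double-stranded THF abasic-site substrate (5'-TAMRA/3'-BHQ-2) was added. Fluorescence (ex 525/em 598 nm) was read kinetically; third-minus-first read gave activity.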
An asterisk follows results filed as active; ? = inconclusive; · = not tested or not shown; [ ] = another dose, or the depositor's remark. Calls come from the whole dose curve; as a rule, active = well fitted curve in the direction sought with a large enough effect; inconclusive = small, poorly fitted or top-dose-only effect, or another doubt; inactive = no such curve, though single readings can be large; an effect the other way counts as inactive or inconclusive. Potency is the fitted concentration of half-maximal effect. The list is partial; the hit share may differ from the screen's.

Compound	POLI inh	BAZ2B block	G9a inh	POLK inh	Pol beta inh	BLM inh	POLH inh	Apoferritin bind	APEX1 inh
COc1ccc(NC2=C(C(C)=O)C(c3ccccc3)C(C(C)=O)C(C)(O)C2)cc1 (centres undefined)	21%	-25%	?	-15%	9%	-2%	-17%	-12%	-2%
CCn1c(SCC(=O)N/N=C/c2ccncc2)nc2ccccc21	-9%	-3%	·	-13%	0%	-7%	-9%	3%	5%
CCOc1ccc(CNC(=O)C2CCN(S(=O)(=O)N3CCCC3)CC2)cc1OC	48%[activator]	-5%	30%[59 µM]	-15%	39%[activator]	2%	0%	-6%	-8%
CCn1c2ccccc2c2cc(N=C3SC(CC(=O)Nc4ccccc4OC)C(=O)N3CCOC)ccc21 (centres undefined)	-14%	-34%	-20%[59 µM]	?	?	-5%	?	1%	-11%
CCc1ccc(NC(=O)c2sc(-n3nc(C)c(CCC(C)C)c3C)nc2C)cc1	-4%	4%	10%[59 µM]	2%	-2%	-4%	-9%	-9%	·
CC(NC(=S)Nc1c(Cl)cccc1OC(F)F)C(C)(C)C (centres undefined)	6%	5%	9%	-2%	-9%	-2%	-15%	-16%	-1%
C=CCn1c(SCC(=O)Nc2ccccc2C)nc(O)cc1=O	-28%	-5%	·	-19%	11%	3%	5%	-2%	-14%
N#Cc1c(N2CCOCC2)nsc1-c1ccc(C(F)(F)F)cc1	?	-1%	21%	-10%	16%	-2%	-12%	0%	0%
C=CCNc1nc(Cl)nc(NCc2ccco2)n1	88%[activator]	-8%	-6%[59 µM]	-2%	80%	-2%	-8%	-5%	4%
CCOc1ccc(-n2c(=O)c3sccc3n(CC(=O)Nc3cccc(OC)c3)c2=O)cc1	11%	-37%	-35%	-18%	27%	-5%	-23%	-3%	10%
COc1cccc(C(=O)OCCNC(=O)c2cccnc2)c1	40%[activator]	-6%	50µM*	-9%	39%	-6%	-17%	12%	-6%
O=C(Nc1sc2c(c1C(=O)NCc1cccnc1)CCCC2)c1ccco1	?	2%	0%[12.7 µM]	-1%	-5%	-7%	-16%	-4%	-7%
Cc1nonc1CC(=O)N1CCc2c([nH]c3ccccc23)C1c1ccccc1F (centres undefined)	39%[activator]	0%	·	-2%	1%	-11%	-10%	0%	-2%
Cc1ccc(C)c(N2CCN(S(=O)(=O)c3ccc4[nH]c(=O)ccc4c3)CC2)c1	?	-11%	·	-1%	28µM*	-4%	?	-15%	-22%
CCc1ccc(CNc2ccc(O)cc2)cc1	2.8µM*	40µM*	?	-18%	?	?	25µM*	1%	5%

Some of the entries so far, as labelled records:
Structure: CCc1ccc(NC(=O)c2sc(-n3nc(C)c(CCC(C)C)c3C)nc2C)cc1
  POLI inh = -4% | BAZ2B block = 4% | G9a inh = 10%[59 µM] | POLK inh = 2% | Pol beta inh = -2% | BLM inh = -4% | POLH inh = -9% | Apoferritin bind = -9% | APEX1 inh = ·
Structure: CC(NC(=S)Nc1c(Cl)cccc1OC(F)F)C(C)(C)C (centres undefined)
  POLI inh = 6% | BAZ2B block = 5% | G9a inh = 9% | POLK inh = -2% | Pol beta inh = -9% | BLM inh = -2% | POLH inh = -15% | Apoferritin bind = -16% | APEX1 inh = -1%
Structure: C=CCn1c(SCC(=O)Nc2ccccc2C)nc(O)cc1=O
  POLI inh = -28% | BAZ2B block = -5% | G9a inh = · | POLK inh = -19% | Pol beta inh = 11% | BLM inh = 3% | POLH inh = 5% | Apoferritin bind = -2% | APEX1 inh = -14%
Structure: N#Cc1c(N2CCOCC2)nsc1-c1ccc(C(F)(F)F)cc1
  POLI inh = ? | BAZ2B block = -1% | G9a inh = 21% | POLK inh = -10% | Pol beta inh = 16% | BLM inh = -2% | POLH inh = -12% | Apoferritin bind = 0% | APEX1 inh = 0%

(further entries)
Compound	POLI inh	BAZ2B block	G9a inh	POLK inh	Pol beta inh	BLM inh	POLH inh	Apoferritin bind	APEX1 inh
CCC(=O)NCCCNc1nc2c(C)cccc2cc1C#N	106%[activator]	0%	35µM*	-11%	-2%	1%	-18%	48%[activator]	10%
Cc1ccccc1NC(=O)CSc1nc(-c2cccs2)nc2cc(=O)[nH]n12	89µM*	50µM*	17%[12.7 µM]	?	?	0%	-14%	-6%	24%
CCN(CC)CCCNC(=O)CN1C(=O)CCn2nc(-c3cn(C)c4ccccc34)cc21	1%	-15%	-2%[59 µM]	-5%[60.1 µM]	0%	-10%	-7%	-6%	·
CCNc1nc(Oc2ccc(C(=O)OC)cc2)nc(SC)n1	20%	1%	-6%[12.7 µM]	-4%	0%	-4%	-11%	-3%	13%
O=c1c2[nH]c3cccc(Cl)c3c2ncn1Cc1ccco1	-2%	0%	-2%	-1%	-4%	-3%	1%	2%	-2%
Nc1nonc1C(=O)NCCNCc1cc(Br)ccc1OCc1ccc(F)cc1	-4%	-1%	2%[59 µM]	-8%	27%	3%	-1%	-23%	-4%
O=C(OCC(=O)N1CCCCC1)c1cccs1	31%[activator]	·	·	2%	·	·	-21%	·	3%
COc1ccccc1C(CC(N)=O)c1ccco1 (centres undefined)	?	-2%	0%[12.7 µM]	-22%	3%	-1%	2%	-10%	-3%
CCCSc1nc(N)cc(=O)[nH]1	-16%	8%	-32%	-1%	10%	-6%	-5%	-2%	-5%
Cc1ccc(C(C(=O)NCc2ccco2)N(Cc2ccco2)C(=O)CNC(=O)c2ccco2)cc1 (centres undefined)	2%	?	-46%	4%	15%	-10%	4%	-16%	-7%
CC(NC(=O)CN(c1ccc(Br)cc1)S(C)(=O)=O)c1ccccc1 (centres undefined)	-15%	7%	-7%	-11%	49%	1%	0%	7%	0%
Cc1ccc(C)n1-c1ccc(N2CCOCC2)nc1	?	-35%	2%[59 µM]	-2%	3%	-12%	-6%	-17%	-4%
COc1ccc(NS(=O)(=O)c2ccc3c(c2)CCN3C(=O)C2CC2)cc1OC	23%	·	-6%[59 µM]	-7%	11%	2%	-9%	-6%	·
COc1ccc(Cn2c(C(=O)O)c(CNCc3ccc(C)o3)c3ccc(OC)cc32)cc1	14%	?	-15%[59 µM]	-1%	14%	1%	-5%	-10%	·
Cc1ccc(C)c(NC(=S)Nc2ncccc2C)c1	65%[activator]	?	32µM*	-16%	9%	-8%	-14%	-17%	-7%

(cont.)
Compound	POLI inh	BAZ2B block	G9a inh	POLK inh	Pol beta inh	BLM inh	POLH inh	Apoferritin bind	APEX1 inh
CCOC(=O)c1c(C)[nH]c(C)c1C(=O)COC(=O)c1cc2ccccc2cc1O	7%	?	50µM*	-23%	-9%[57.1 µM]	-5%	?	-3%	?
Cc1ccc(SCCC(=O)Nc2cccc(N(C)S(C)(=O)=O)c2)cc1	5%	-4%	9%	-8%	-18%	-5%	-5%	-12%	-6%
COc1ccc(-c2cc(C(F)(F)F)nc(NCCc3ccccc3)n2)cc1OC	3%	6%	17%[59 µM]	-1%	-12%	-7%	-14%	25%	·
Cc1cccn2c(=O)cc(COC(=O)C(C)Oc3ccccc3)nc12 (centres undefined)	?	·	·	-6%	·	·	?	·	-3%
COc1ccc(N2CCCn3c2nc2c3c(=O)n(Cc3ccccc3F)c(=O)n2C)c(OC)c1	16%	-31%	?	1%	4%	0%	-6%	-10%	3%
COc1ccc(NC(=O)N2CCCC(C(=O)NCCc3ccccc3)C2)cc1 (centres undefined)	21%	-24%	-10%	0%	1%	0%	-12%	-2%	79%[activator]
COc1ccc(S(=O)(=O)N(CC(=O)NC2CCCC2)c2ccccc2OC)cc1	19%	-3%	14%	-4%	2%	-2%	-23%	-4%	10%
O=C(NNc1c(Cl)cccc1Cl)c1c(F)cccc1Cl	61%[activator]	13%	-1%	-5%	-1%	-2%	0%	?	5%
CC(=O)NC1CC2CCCC(C1)N2CC(=O)NCc1ccc(F)cc1 (centres undefined)	14%	3%	59%[activator][12.7 µM]	-9%	30%	-1%	-2%	-5%	3%
CN(Cc1nc(-c2cnccn2)no1)C1CC(C)(C)NC(C)(C)C1	72%[activator]	-2%	·	5%	9%	-7%	-18%	0%	15%
O=C(Nc1ccccc1)OCc1cc(-c2ccccc2Cl)on1	11%	15%[57.1 µM]	142%[activator]	-21%	-21%	-4%	-19%	?	-7%
COc1ccc(CN2CN=C(Nc3nc4ccccc4s3)NC2)cc1	-1%	-3%	·	5%	15%	-2%	-13%	-10%	1%
COc1ccc(/C=C2\SC(=S)N(Cc3cccnc3)C2=O)cc1C	-2%	10µM*	11µM*	-17%	25%	-1%	-4%	-6%	2%
